Screening data from PubChem BioAssay.
H9c2 TAG inh: reduces triacylglycerol accumulation in H9c2 cells; Nile Red lipid (TAG) fluorescence; cells loaded with 200 µM oleic acid; inhibition, % at 12.5 µM; 230,000 tested, 0.66% active;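 active = pattern-corrected inhibition of lipid staining of at least 50% with the nuclear-stain viability signal not falling by more than 50%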;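 note: 0% = DMSO wells and 100% = triacsin C control wells; some results filed as inactive read as strong as hits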
H9c2 TAG inh DAPI viability: further read-out of H9c2 TAG inh, marked with its call; DAPI nuclei signal change (viability), lower = more cytotoxic, %;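 whole-well DAPI fluorescence read on a plate reader as a viability signal; minus 50 percent equals half of cells still viable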
An asterisk follows results filed as active. A portion of the library (hit frequency here may not be typical).

Molecule,H9c2 TAG inh,H9c2 TAG inh DAPI viability
O=C(c1cccc(Cl)c1)N(Cc1ccco1)C1CCS(=O)(=O)C1 (stereo not given),-14,-5
CCN1C(=O)[C@H]2[C@@H](c3ccc(OC)cc3)N[C@]3(CCCN(Cc4ccc(C)cc4)C3=O)[C@H]2C1=O,7,-3
Cc1sc(NC(=O)CCS(=O)(=O)c2ccccc2)c(C#N)c1C,-1,0
COCCNC(=S)NN=C1CCC(c2ccccc2)CC1 (stereo not given),-25,9
O=c1c2ccccc2c2ccccc2c(=O)n1CC1CCCO1 (stereo not given),13,0
COc1cccc(CNC(=O)c2ccc(CS(=O)(=O)Cc3ccc(C)cc3)o2)c1,-6,14
O=C(Cc1ccc(NC(=O)C2CCCN(C(=O)C3CCCC3)C2)cc1)Nc1cccc(C(=O)N2CCCCC2)c1 (stereo not given),-2,8
COc1ccc(CNC(=O)CN2C(=O)NC(c3ccccc3)(c3ccccc3)C2=O)cc1OC,37,-8
Cc1ccc(C)c(CSc2nnc([C@@H]3CCCN3)o2)c1,-12,2
O=C(CCn1cnc2ncccc2c1=O)N1CCN(c2cccc(Cl)c2)CC1,2,0
O=C(NCc1ccc(F)cc1)C(c1ccccc1)c1ccccc1,-22,3
CN(c1ccccc1)S(=O)(=O)c1cccc(NC(=O)COC(=O)C2CCCCC2)c1,8,0
COc1ccc(C(C(=O)NCC2CCCO2)N(C(=O)CNC(=O)c2cccs2)c2ccc(C)cc2)cc1OC (stereo not given),-14,7
CCOC(=O)C1CCCN(C(=O)c2c(-c3ccccc3)noc2C)CC1 (stereo not given),1,-6
CCc1cc(S(=O)(=O)N2CCN(C(=O)c3ccco3)CC2)ccc1OC,-13,-1
COc1ccc(N2C(=O)CC(N3CCN(S(=O)(=O)c4ccc(Cl)cc4)CC3)C2=O)cc1 (stereo not given),7,-3
NC(=O)C1CCN(c2c([N+](=O)[O-])cc(C(F)(F)F)cc2[N+](=O)[O-])CC1,-2,-4
O=C(COc1cccc2ccccc12)Nc1cc(Cl)ccc1C(=O)O,10,-4
CC1CN(S(=O)(=O)c2ccc(C(=O)Nc3nnc(-c4ccco4)o3)cc2)CC(C)O1 (stereo not given),9,-1
CC(C)(C)c1ccc(C(=O)N2CCC2(C)C(=O)NCC(F)(F)F)cc1 (stereo not given),9,-5
COc1ccc(C(=O)Oc2ccc(C(C)=O)cc2)c(OC)c1,-2,-3
Cc1ccc(N2C(=O)CC(N3CCN/C3=C3\CC/C(=C\c4ccccc4)C3=O)C2=O)cc1 (stereo not given),-2,2
CC(NC(=O)c1ccccc1)C(=O)N/N=C/c1cccc([N+](=O)[O-])c1 (stereo not given),9,-4
Cc1ccc([C@H]2C(C(=O)O)=CC[C@@H](c3ccc(Cl)cc3)N2S(=O)(=O)c2ccccc2C)cc1,-11,-4
COc1cc(OC)cc(-c2noc(-c3csc([C@@H]4C[C@H](O)[C@@H](CO)O4)n3)n2)c1,10,-9
COc1cccc(OC)c1C(=O)OCC(=O)NC1CCCCCC1,-26,7
N#CC(=Cc1ccccn1)c1nc(-c2ccc(Cl)cc2)cs1,-12,15
Cc1ccc(NC(=O)CCCNC(=O)c2ccc(Cl)cc2)cc1S(=O)(=O)N1CCOCC1,12,0
Cc1ccc2nc(-c3ccccc3)cc(C(=O)NNC(=O)c3csc(N4CCOCC4)n3)c2c1,6,4
O=C(NC(CC(=O)N1CCN(c2ccccc2O)CC1)c1ccccc1)c1ccccc1Cl (stereo not given),9,-1
COc1cccc(CC(NC(C)=O)C(=O)NC2CCN(c3nc(C)cc(C)c3C#N)CC2)c1OC (stereo not given),12,4
CC[C@]12c3[nH]c4ccc(OC)cc4c3CCN1C(=O)C(CC(=O)NC(C)(C)C)C[C@@H]2C(=O)N1CCN(C(=O)c2ccco2)CC1 (stereo not given in full),0,5
COc1ccc(Cl)cc1NC(=O)COC(=O)CCNC(C)=O,-7,-9
CCc1ccccc1NC(=S)N1CCCCCC1,-17,0
N#CCCCSc1nnnn1-c1cccc(Cl)c1,-15,4
CC(NC(=O)c1ccccc1OC(F)F)c1ccc(-n2ccnc2)cc1 (stereo not given),0,3
CCC1C(=O)N=C(SCC(=O)Nc2nc3ccccc3s2)NC1=O (stereo not given),-14,0
CCOC(=O)N1CCC(=NNC(N)=O)C1,0,11
CC(=NCCN1CCOCC1)C1=C(O)c2ccccc2C1=O,-16,3
Cc1ccc(C(=O)Nc2ccc(N3CCN(C)CC3)nc2)cc1,2,-4
Cc1cccc(N2CCN(C(=O)C3CCN(S(=O)(=O)c4c(C)noc4C)CC3)CC2C)c1 (stereo not given),19,-18
O=S(=O)(NC1CCN(S(=O)(=O)c2c(F)cccc2F)C1)c1ccc2c(c1)OCCO2 (stereo not given),-12,4
CCOC(=O)N1CCC(NC(=O)CCC(=O)N2CCOc3ccc(Cl)cc32)CC1,6,-9
COc1cccc(CNC(=O)CCC2CCCN(C/C=C/c3ccccc3OC)C2)c1 (stereo not given),3,1
CN(C)S(=O)(=O)c1ccc2c(c1)nc(CCC(=O)NCC(=O)Nc1ccc(F)c(F)c1F)n2C,-11,-6
COC(=O)c1ccc(OS(=O)(=O)c2ccc(NC(C)=O)cc2)cc1,-31,7
Cc1ccc(NC2CCCN(C(=O)c3cc(C(C)C)nn3C)C2)cc1C (stereo not given),-8,-4
Cc1cc(Cl)c(S(=O)(=O)Nc2ccccn2)cc1OCC(N)=O,6,-1
CSCc1c(C(=O)OCC(=O)NC2CCCCC2)oc2ccccc12,-9,4
Nc1c(N(Cc2ccco2)C(=O)c2cccc(Cl)c2)c(=O)[nH]c(=O)n1Cc1ccccc1,3,4
COc1ccc(CN(C)C(=O)c2ccc3c(=O)n4c(nc3c2)CCC4)cc1,-5,-3
O=C(CCc1ccccc1)NNC(=S)NCCc1ccccc1,-3,5
CCc1ccc(NC(=O)Nc2ccon2)cc1,5,0
CC(=O)Nc1ccc(NC(=O)c2cc([N+](=O)[O-])cc([N+](=O)[O-])c2)cc1,2,5
COc1ccc(CC(=O)O/N=C(\N)c2ccncc2)cc1,0,-7
COc1ccc(NC(=O)Cn2cc(C#N)c3ccccc32)cc1,-5,-7
N#CC1=C(N)NC(SCc2ccc(F)cc2)=C(C#N)C12CCCCC2,-10,-12
Nc1ncnc2c1ncn2[C@@H]1O[C@H](CNCc2ccc(OCc3ccccc3)cc2)[C@@H](O)[C@H]1O,13,-15
Cc1cccc(OCC(=O)NNC(=O)CCN2CCN(c3ccccc3)CC2)c1C,-8,5
Cc1cccc(/C(N)=N/OC(=O)c2ccncc2)c1,19,-1

Next section.
Molecule,H9c2 TAG inh,H9c2 TAG inh DAPI viability
COc1cc(C=CC(=O)c2cc(OC)c(OC)c(OC)c2)cc(OC)c1OC,4,3
COc1ccc(OC)c(S(=O)(=O)N2CCCC2C(=O)NC(C)c2ccccc2)c1 (stereo not given),4,-8
Cc1ccc(C(=O)OCC(=O)N2CCCCCC2)cc1S(=O)(=O)N1CCOCC1,11,-8
Cc1nc2c(OCc3ccc(C(F)(F)F)cc3)cccn2c1N(C)CC1CC1,-7,1
CC1CC(C)CN(C(=O)COC(=O)C2CCN(S(=O)(=O)c3ccc4c(c3)OCCO4)CC2)C1 (stereo not given),-11,7
O=C(Oc1ccc2c(c1)OCO2)c1cc2c(s1)CCC2,3,-2
Cc1cc([N+](=O)[O-])ccc1NC(=O)Cc1ccc(F)cc1,-21,5
COc1ccc(OC)c(NC(=O)c2cc(-c3ccc(C)cc3O)n[nH]2)c1,-48,12
COCCCNC(=O)c1cccc(OC)c1OC,-13,0
COc1ccc(-c2cn3c(C)c(C(=O)NCCN4CCOCC4)sc3n2)cc1,25,2
CC(=O)N1[C@H](Cc2ccccc2)C=C[C@]1(C)C(=O)NCc1ccccn1,-4,4
CC(C)CC(OC(=O)c1ccco1)C(=O)NCC1CCCO1 (stereo not given),11,-6
Cc1cc(Nc2ccc(Cl)cc2)n(-c2ccccc2)n1,-4,-2
Cc1cccc(OCC(=O)N/N=C/c2ccc(N(C)C)cc2)c1,-1,-1
O=C(Nc1cccc(-c2cscn2)c1)C1CCN(Cc2ccsc2)CC1,7,5
CCCCCCN1C[C@H](O)[C@@H](n2cc(C3CC3)nn2)C[C@@H]1c1ccc(Cl)cc1,19,18
Cc1cc(S(=O)(=O)N2CCC3(CC2)OCCO3)c(C)cc1Cl,-28,-1
CCOc1ccc(S(=O)(=O)/N=C(/Nc2ccc(C)c(S(=O)(=O)N3CCOCC3)c2)c2ccccc2)cc1,-6,-2
Cc1cc(C)nc(/N=C(\N)Nc2ccc(S(=O)(=O)Nc3nccc(C)n3)cc2)n1,6,-6
CNC(=S)N/N=C/c1cc(Br)c(OCc2ccncc2)c(OC)c1,11,-1
Cc1ccc(S(=O)(=O)N2CCCCC2)cc1NC(=O)c1cccs1,-24,0
CC(OC(=O)c1cccc(S(=O)(=O)N2CCCC2)c1)C(=O)c1ccccc1 (stereo not given),1,-1
OCCN1CCN(c2ncnc3nc[nH]c23)CC1,-3,11
O=CNc1ccccc1Oc1ccccc1,9,0
COc1ccc(NC(=O)/C(=C/c2cccnc2)NC(=O)c2cccs2)cc1,-1,-1
O=C(NCc1ccccc1OC(F)(F)F)C1CCC(=O)N(C2CC2)C1 (stereo not given),16,58
CCC(=O)Nc1nnc(-c2ccc(OC)cc2)o1,-3,0
COc1cc(CNC(=O)Nc2nc(C(N)Cc3ccc(Cl)cc3)cs2)cc(OC)c1OC (stereo not given),67*,1.1*
CCOC(=O)Cc1csc(NC(=O)Nc2ccc(F)cc2)n1,4,1
COc1ccc(Cn2c(O)c(C=Nc3ccccc3C(=O)O)c3ccccc3c2=O)cc1,-9,2
Nc1c(C(=O)CSc2nncn2-c2ccccc2)c(=O)[nH]c(=O)n1C1CC1,1,6
COc1ccccc1C(=O)NCC(=O)OCC(=O)NNC(=O)c1ccc(Br)cc1,15,-4
CCCn1c(N)c(C(=O)CSc2nnc3ccccn23)c(=O)n(C)c1=O,5,-2
CCc1nnc(NC(=O)CSc2nnc(-c3ccoc3C)n2-c2cccc(C)c2)s1,7,-4
COC(=O)c1cc2c(cc1NC(=O)CSCCc1ccccn1)OCO2,-17,-12
Nc1nc2ccc(C(=O)Nc3ccccc3)cc2s1,31,-11
CCOc1ccccc1NC(=O)c1ccc(S(=O)(=O)N2CCOCC2)cc1,12,-10
CCc1ccc(N2CC(C(=O)N3CCN(c4ccccn4)CC3)CC2=O)cc1 (stereo not given),-32,2
COC1CCCCC1NS(=O)(=O)c1ccc(Cl)cc1 (stereo not given),-3,-10
COc1ccc(CNC(=O)COC(=O)CN2C(=O)C3CC=CCC3C2=O)cc1 (stereo not given),6,-1
CCOCc1c(C(=O)N2CCN(CC(=O)Nc3ccc(F)cc3)CC2)oc2ccccc12,-4,-1
O=S(=O)(c1ccc(Cl)s1)N1CCN(C/C=C/c2ccccc2)CC1,10,2
CCCCn1c(N)c(N(CCC(C)C)C(=O)CC2CCCCC2)c(=O)[nH]c1=O,3,-9
COC(=O)C(C)Sc1ccc2nnc(CCNS(=O)(=O)c3ccc(C)cc3)n2n1 (stereo not given),5,0
COc1ccc(CN2C(=O)C(CC(=O)NC3CCCCC3)CC(C(=O)N3CCOCC3)=C2C)cc1 (stereo not given),5,7
Nc1nc(SCC(=O)Nc2ccccc2Sc2ccc(Cl)cc2)n[nH]1,3,-2
Cc1ccc(C(=O)OCC(=O)NCc2ccco2)s1,9,-2
CC(C)Oc1ccc(CN2CCCC(CO)(Cc3ccccc3)C2)cc1CO (stereo not given),-4,6
Cc1cccc(-c2nc(CN3CCN(Cc4cccc(F)c4)CC3)c(C)o2)c1,-15,3
COc1ccc(NC(=O)N(C)C[C@@H]2OCc3cnnn3CCCC(=O)N([C@H](C)CO)C[C@H]2C)cc1,3,5
C/C=N/NC(=O)CCCC(=O)N/N=C/C,2,0
O=C(NCc1cccnc1)/C(=C/c1ccc(-c2cccc(Cl)c2)o1)S(=O)(=O)c1ccccc1,18,-17
Cc1nc2c(-c3ccc(F)cc3)c(C)nn2c(C)c1CCC(=O)N1CCN(c2ccccc2)CC1,-9,-5
